Assay outcomes as filed in PubChem BioAssay.
SIAH1 antagonists: blockers of Siah-1 interaction with plectin peptide – biochemical, fluorescence polarization, rhodamine-plectin, uHTS, primary screen (AID 1817). Siah-1 / rhodamine-plectin peptide fluorescence polarization; higher % means a stronger effect. displacement, % at 20 µM; hits with a dose series show IC50 in µM. hit rate 0.02% among 290,000;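 active = displacement of at least 50% at 20 µM, with a fluorescence ratio check between 0.3 and a set limit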;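 also: plate controls were Siah plus tracer with DMSO for no effect and tracer alone without Siah for full effect; strong numbers were not always called active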
West Nile antiviral: West Nile virus antiviral activity, cell-based, CPE readout (AID 1621). one-dose CPE inhibition, % at 10 µM; IC50 in µM for titrated hits. hit rate 0.02% among 290,000. West Nile virus-infected cells, CPE inhibition; higher % means a stronger effect; in the data active = a potency from the dose series; inconclusive = CPE inhibition mostly from about 3.7% at the one dose, without a potency; inactive = the rest, 99 in 100 with CPE inhibition below about 2.2%; also: strong numbers were not always called active
* marks the source's active call; other numbers are inactive results; ? = inconclusive.

structure | SIAH1 antagonists | West Nile antiviral
COc1cccc(NC(=O)c2cc(S(=O)(=O)N3CCc4ccccc43)cn2C)c1 | 1% | -1.1%
CC1CCN(C(=O)c2cc(S(=O)(=O)N3CCCCC3)c[nH]2)CC1 | 0% | -1.4%
COc1ccc(Nc2nc(N)c(C(=O)c3ccc(F)cc3)s2)cc1 | -5% | 0.1%
Cc1coc2cc3oc(=O)c(CC(=O)N4C[C@H]5C[C@@H](C4)c4cccc(=O)n4C5)c(C)c3cc12 | 3% | -0.6%
COC(=O)C(C)n1cnc2c(nnn2-c2ccc(F)cc2)c1=O (stereo not given) | 2% | -0.9%
CC(C)(C#N)NC(=O)C(=O)c1c(-c2ccccc2)cc2ccccn12 | -1% | 0.0%
Cc1ccc(C2CC2/C(=N/O)c2ccc(F)cc2)cc1 (stereo not given) | -6% | -1.5%
Cc1ccc2c(c1)N(C(=O)CCC(=O)NCCCN1CCOCC1)CC(C)O2 (stereo not given) | 1% | -0.2%
COc1ccccc1CSc1nc2c(c(=O)n(C)c(=O)n2C)n1C | 9% | 0.0%
Cc1ccc(S(=O)(=O)NCC(c2ccccc2)N2CCN(c3ccc(F)cc3)CC2)cc1 (stereo not given) | -3% | 0.0%
COC(=O)C1=C(C)N(Cc2ccccc2)C(=NCc2cccc(C(F)(F)F)c2)N[C@H]1c1cccc(F)c1 | -2% | -2.3%
COC(=O)c1c(NC(=O)Cc2ccccc2)sc2c1CC(C)(C)NC2(C)C | -1% | -1.0%
CN1C(=O)C(C)(C)c2cc(S(=O)(=O)N(C)Cc3ccccc3)ccc21 | -4% | -0.8%
COc1cccc(CNC(=O)CCS(=O)(=O)c2cc3c(cc2C)NC(=O)CO3)c1 | 7% | -0.5%
Cc1nnc(NC(=O)CC23CC4CC(CC(C4)C2)C3)s1 | -2% | 0.4%
O=C(Nc1nnc(S(=O)(=O)N2CCCC2)s1)c1ccccc1Cl | 4% | 0.1%
COC(=O)N1C(=O)[C@@](c2ccccc2)(C2CCCC2)N1C(=O)OC | 0% | 0.5%
O=C1NC2=C(C(=O)CCC2)C(c2cccc([N+](=O)[O-])c2)N1 (stereo not given) | -3% | 0.0%
Cc1cccc(N2CCN(C(=O)Cn3nc(C)n4cccc4c3=O)CC2C)c1 (stereo not given) | -3% | -0.1%
CC(=O)N1[C@H](Cc2ccccc2)C=C[C@]1(C)C(=O)NCCN1CCOCC1 | -6% | -0.5%
COc1ccc(OC)c(Nc2nc(NCc3ccco3)nc(N)c2[N+](=O)[O-])c1 | -4% | 0.3%
CCOc1ccc(NC(=O)[C@@H]2CCC(=O)N2C2OC(=O)c3ccccc32)cc1 (stereo not given in full) | 0% | -0.3%
CC1CCCCN1S(=O)(=O)c1ccc2c(c1)C(C)(C)C(=O)N2C (stereo not given) | 4% | -0.8%
N#Cc1c(-c2ccc(F)cc2)cc(-c2cccs2)nc1SCC(=O)O | 5% | -1.0%
COc1ccc(C(=O)N/N=C/C(=O)c2ccccc2)cc1 | -4% | 0.1%
COc1ccc(C(=O)C[n+]2cccc(C(N)=O)c2)cc1 | -1% | 0.4%
O=C(N/N=C/c1cccs1)c1n[nH]c2c1CCCC2 | -3% | 0.2%
CN(Cc1ccccc1Cl)C(=O)C1CCC(=O)N(C2CCCCCC2)C1 (stereo not given) | -9% | -0.7%
CCOC(=O)C1CCN(S(=O)(=O)c2ccc3c(c2)CC(=O)N3)CC1 | 1% | -0.4%
C[C@H](NC(=O)OC(C)(C)C)C(=O)NCC1CCC(C(=O)N[C@@H](Cc2ccccc2)C(=O)O)CC1 (stereo not given in full) | -3% | -0.2%

Some of these compounds in order of SMILES length, low to high:
structure | SIAH1 antagonists | West Nile antiviral
O=C(N/N=C/c1cccs1)c1n[nH]c2c1CCCC2 | -3% | 0.2%
O=C(Nc1nnc(S(=O)(=O)N2CCCC2)s1)c1ccccc1Cl | 4% | 0.1%
N#Cc1c(-c2ccc(F)cc2)cc(-c2cccs2)nc1SCC(=O)O | 5% | -1.0%
CC1CCCCN1S(=O)(=O)c1ccc2c(c1)C(C)(C)C(=O)N2C (stereo not given) | 4% | -0.8%
CC(=O)N1[C@H](Cc2ccccc2)C=C[C@]1(C)C(=O)NCCN1CCOCC1 | -6% | -0.5%

Next part
structure | SIAH1 antagonists | West Nile antiviral
O=C(c1cccc(NS(=O)(=O)c2cccc(F)c2)c1)N1CCCC1 | -2% | -0.1%
N=C1/C(=C\c2ccc(OC(=O)c3ccccc3)cc2)C(=O)N=C2SC(N3CCOCC3)=NN12 | 26% | -0.1%
Cc1cccc(CCNS(=O)(=O)c2cc3c(cc2C)NC(=O)CO3)c1 | 9% | -0.8%
COc1ccc(C2=NS(=O)(=O)N(C)C(C(=O)NCc3ccc4c(c3)OCO4)=C2)cc1OC | -1% | -0.3%
Cc1cc(C)cc(NC(=O)CCOc2ccccc2)c1 | 3% | -1.7%
COc1cccc(OC)c1NC(=O)C1CCCN1C(=O)Nc1ccccc1F (stereo not given) | 5% | 0.3%
CC(C)C[C@H](NC(=O)c1[nH]cnc1C(=O)N[C@@H](Cc1ccccc1)C(=O)OCc1ccccc1)C(=O)OCc1ccccc1 | 0% | -1.2%
COc1ccccc1COc1ccc2c(C)c(CCC(=O)O)c(=O)oc2c1C | 1% | -0.3%
COc1nc2ccccc2nc1N1CCN(Cc2ccc3c(c2)OCO3)CC1 | 11% | 0.0%
COc1ccc(-n2c(C)c(C)c3c(NCCN(C)C)ncnc32)cc1 | -1% | -1.0%
Clc1cccc(CNc2nc(-c3cccnc3)nc3ccccc23)c1 | 7% | -0.1%
CCn1cc(CNC(=O)C2CCC(=O)N(CCc3cccc(F)c3)C2)cn1 (stereo not given) | 6% | -0.3%
CCOc1ccc(NC(=S)NC(=O)c2cnn(CC)c2)c([N+](=O)[O-])c1 | 2% | -1.3%
O=C(Nc1nnc(S(=O)(=O)N2CCCCC2)s1)c1ccc(Cl)cc1 | 11% | -0.8%
Cc1cc2[nH]c(=O)c(=O)[nH]c2cc1S(=O)(=O)N1CCN(c2cccc(C)c2C)CC1 | 15% | 0.5%
COc1ccc(CCNC(=O)C(=O)NCC2OCCN2S(=O)(=O)c2ccc(F)cc2)cc1OC (stereo not given) | -2% | -0.4%
COc1ccc(N2CCN(C(=O)c3ccc(COc4ccc([N+](=O)[O-])cc4)o3)CC2)cc1 | 5% | -0.9%
COC(=O)Cn1c2ccc(C)cc2c2nc3ccccc3nc21 | 0% | 0.4%
Cc1nc2sccn2c(=O)c1S(=O)(=O)Nc1ccc(N2CCOCC2)c(Cl)c1 | -1% | -0.9%
CCn1cc(/C=C(\NC(=O)c2ccc(OC)cc2)C(=O)N2CCN(C)CC2)c2ccccc21 | 1% | 1.1%
CC(C)Oc1ccc(/C(O)=C2/C(=O)C(=O)N(CCN3CCNCC3)C2c2ccc(C(C)C)cc2)cc1 (stereo not given) | 12% | -1.2%
COc1ccc(/C=C2\Oc3cc(OCC(=O)N4CCC[C@H]4C(=O)O)ccc3C2=O)c(OC)c1OC | 3% | -0.6%
O=C(CN1C(=O)c2cccnc2Oc2ccc(Cl)cc21)Nc1ccc(F)cc1 | -4% | -0.9%
O=C(O)c1ccccc1NC1CCCCC1NS(=O)(=O)c1ccccc1 (stereo not given) | -5% | 0.3%
COc1ccc(OC)c(/C=C2\SC(=S)N(NS(=O)(=O)c3ccccc3)C2=O)c1 | 1% | 0.8%
COC(=O)c1cc(S(=O)(=O)Nc2cc(OC)cc(OC)c2)cn1C | 10% | -0.3%
CCOc1ccc2[nH]c(C(=O)N/N=C/c3ccccc3OC)cc2c1 | -4% | 2.4%
CCN(CC)CCNC(=O)c1sc2nc(-c3ccccc3)cn2c1C | -3% | -0.9%
CCOC(=O)C1=C(C)N(CCCCCC(=O)O)C(=O)NC1c1cccc([N+](=O)[O-])c1 (stereo not given) | 5% | -0.8%
Cc1nn(C)c(C(=O)NNC(=O)NC2CCCCC2)c1Cl | 0% | -0.5%

Single values from the entries so far:
Result of CCn1cc(/C=C(\NC(=O)c2ccc(OC)cc2)C(=O)N2CCN(C)CC2)c2ccccc21 in SIAH1 antagonists: 1%
Result of CC(C)Oc1ccc(/C(O)=C2/C(=O)C(=O)N(CCN3CCNCC3)C2c2ccc(C(C)C)cc2)cc1 (stereo not given) in SIAH1 antagonists: 12%
Result of COc1ccc(-n2c(C)c(C)c3c(NCCN(C)C)ncnc32)cc1 in West Nile antiviral: -1.0%
Result of COc1ccc(N2CCN(C(=O)c3ccc(COc4ccc([N+](=O)[O-])cc4)o3)CC2)cc1 in West Nile antiviral: -0.9%
Result of CCOc1ccc(NC(=S)NC(=O)c2cnn(CC)c2)c([N+](=O)[O-])c1 in SIAH1 antagonists: 2%

The listing continues:
structure | SIAH1 antagonists | West Nile antiviral
CN1CCc2c(sc(NC(=O)c3cc(Cl)sc3Cl)c2C(N)=O)C1 | -4% | 0.3%
COc1ccc(NC(=O)c2ccco2)cc1NC(=O)c1ccccc1 | 10% | -0.3%
CN(Cc1ccccc1)c1ccc(C(CC(N)=O)NC(=O)Cc2cccc3ccccc23)cc1[N+](=O)[O-] (stereo not given) | -7% | -0.5%
COc1ccc(C2=NS(=O)(=O)N(C)C(C(=O)N3CCOCC3)=C2)cc1OC | 20% | -0.4%
Cc1cccc(N(Cc2cc(=O)[nH]c3ccccc23)C(=O)CCl)c1 | 0% | -2.2%
COC(=O)c1c(NC(=O)C2CCCCC2)sc2c1CC(C)(C)NC2(C)C | 6% | 3.1%
O=C(COc1ccccc1Cl)Nc1nnc(S(=O)(=O)N2CCCCCC2)s1 | -4% | -0.6%
CC(C)OP(=O)(c1ccc(N(C)C)cc1)C(O)c1ccc(C(C)C)cc1 (stereo not given) | 8% | -1.3%
COc1ccc2c(c1)c(=O)oc1c(C)c(OCc3ccc(C(=O)O)cc3)ccc12 | 14% | 0.0%
CCCn1c(C(O)c2cccc(OC)c2)nc2ccccc21 (stereo not given) | -3% | 0.0%
COc1cc2c(cc1OC)CN(C(=O)c1ccc3[nH]c(C)c(C)c3c1)CC2 | -4% | 1.1%
CCN(CC1CCCO1)C(=O)c1cc(COc2cc(C)c(Cl)c(C)c2)on1 (stereo not given) | 6% | -0.2%
O=C(CCC(=O)N1CCSc2ccccc21)Nc1ccc(F)cc1 | -8% | 0.0%
CCN1CCN(c2ccc(NC(=O)c3ccc(Br)o3)cc2)CC1 | -7% | 0.0%
Cc1cc(OC(=O)c2cc(Cl)ccc2Cl)c([N+](=O)[O-])c(=O)[nH]1 | 8% | 0.6%
CC(C)(C)c1cc(N2CCOCC2)n2ncc(-c3ccccc3)c2n1 | -4% | -1.3%
Cc1cc2[nH]c(=O)c(=O)[nH]c2cc1S(=O)(=O)NCc1ccc(Cl)cc1 | 18% | -0.2%
CC(=O)N1c2ccc(S(=O)(=O)N3CCC(C(=O)NC(C)c4ccccc4)CC3)cc2CC1C (stereo not given) | -5% | -1.2%
CC(=O)c1cccc(NC(=O)CCC(=O)c2ccc(F)cc2)c1 | 0% | -0.3%
O=C(CCC(=O)n1ncc2ccccc21)NCc1ccccc1Cl | 43% | 0.0%
CCCN1CCN(CCCNC(=O)c2ccc3nc(N4CCCCC4)sc3c2)CC1 | -1% | -0.4%
COc1ccc2cc3c(N)nn(C(=O)c4ccc(F)cc4)c3nc2c1 | 4% | 2.3%
COc1ccccc1Cn1c(C)nc2ccccc21 | 10% | -0.7%
CC(=O)C12CCCCC1CC1[C@@H]3CC(C)C4=CC(=O)CC[C@]4(C)C3CC[C@@]12C (stereo not given in full) | 1% | 1.0%
CC(=O)NC(Cc1cccc(C)c1)C(=O)NC1CCN(C(=O)NCc2ccccc2)CC1 (stereo not given) | 1% | 0.1%
CCOc1ccc(NC(=O)c2cccc3c2C(=O)N(CC2CCCO2)C3)cc1 (stereo not given) | 0% | -0.4%
COc1cc2nc(NC(=O)c3ccccc3)sc(=O)c2cc1OC | 7% | 1.0%
CCOc1ccc(/C(O)=C2/C(=O)C(=O)N(c3ccccn3)C2c2ccc(C)cc2)c(C)c1 (stereo not given) | 2% | -0.5%
CC(C)(C)c1ccc(C(=O)NC(CC(=O)O)c2ccc(OC3CCCC3)cc2)cc1 (stereo not given) | 2% | -0.4%
Clc1ccc(/C=N/Nc2ncnc3nc[nH]c23)cc1 | 0% | ?
CCOC(CCNC(=O)c1cc2c(=O)[nH]c3ccccc3c2s1)OCC | 2% | -0.6%
O=c1nccc(N/N=C/c2cccc(O)c2)[nH]1 | 0% | 0.9%
Cc1cc(C)n(CC(C)NC(=O)c2cc(COc3ccc(F)c(F)c3)on2)n1 (stereo not given) | 1% | -0.3%
COC(=O)c1cc(OC)c(OC)cc1NC(=O)Nc1ccccc1F | 7% | -0.1%
Cc1c(C#N)c(O)[nH]c(=O)c1N=Nc1ccc(Br)cc1C(=O)O | 2% | 0.5%
COc1ccccc1CNC(=O)CCc1c(C)nc2cc(-c3ccccc3OC)nn2c1C | -6% | 0.1%
O=c1[nH]c(=O)n(Cc2ccc(Oc3ccccc3)cc2)cc1Br | 3% | -1.3%
COc1ccc(-c2noc(N3CCC(C(=O)NCCCN4CCCC(C)C4)CC3)n2)cc1 (stereo not given) | -4% | -0.5%
O=C(NC(=S)Nc1ccc(CN2CCOCC2)cc1)c1cccc(F)c1 | 1% | -0.4%
CC1CC(C)CN(S(=O)(=O)c2cc3c(cc2Cl)NC(=O)CO3)C1 (stereo not given) | 17% | -0.7%
Nc1nonc1-n1nnc(C(=O)N/N=C/c2ccccn2)c1-c1ccccc1 | -1% | -0.6%
CCCN1CCN(C(=O)c2cc3c(s2)-c2ccccc2OC3)CC1 | 19% | -0.2%

Some of the compounds tested. The share of hits here may be higher or lower than overall.
